Screening results (PubChem)
SW480 rereplic: A quantitative high throughput screen for small molecules that induce DNA re-replication in SW480 colon adenocarcinoma cells; Potency, µM (top dose mostly 46.1 µM), without a hit: at the highest dose re-replication activation, usual class: activators; SW480 DNA re-replication, Hoechst DNA content imaging, 48 h; 340,000 tested, 1.8% active; further: potency means the concentration at half of the fitted maximal effect; % of control where 0% means no effect; nearly all actives have a fitted effect of over 55% in size
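First, 250 cells per well were seeded. Next, compound or vehicle (23 nL) was pinned in, plates sat 48 hr at 37 C. Finally Hoechst was added for 40 min before fluorescence scanning.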
IL-1B inflam inh: qHTS for Inhibitors of Inflammasome Signaling: IL-1-beta AlphaLISA Primary Screen | THP-1 LPS/ATP IL-1B secretion, AlphaLISA, 16 h; hits give low values | activity change, % at 57.5 µM | 360,000 tested, 4.7% active; in the data active means activity change below about -50%; inconclusive means mostly about -30% to -49%; further: on the % scale 0 is the no-effect control and ±100 the full control effect
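Secreted IL-1B measured by AlphaLISA bead assay after 16 h compound exposure of THP-1 cells; compounds (final up to 57.5 uM) added 1 h before LPS (250 ng/mL) and ATP (1.25 mM) stimulation; lower signal means less secretion.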
KB-3-1 tox: qHTS assay for MDR1-selective chemotherapeutics: Primary screen using the parental adenocarcinoma cell KB-3-1; KB-3-1 viability, CellTiter-Glo ATP luminescence, 72 h; Potency, µM (titrated, usually from 46.1 µM), without a hit: at the highest dose activity change, negative = cytotoxic, most hits filed as cytotoxic; 400,000 tested, 1.4% active; AID 1347075, 2019; further: potency means the concentration at half of the fitted maximal effect; on the % scale 0 is the no-effect control and ±100 the full control effect; nearly all actives have a fitted effect of over 60% in size
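Luminescent ATP read-out (CellTiter-Glo) measures survival of drug-naive KB-3-1 cells after 72 h compound exposure at 37 °C. Titration series was screened from lowest to highest concentration, with DMSO vehicle plates as background controls.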
D3 ag: qHTS of D3 Dopamine Receptor Agonist: qHTS; D3R DiscoveRx beta-arrestin cells, luminescence, 90 min; AID 652048, 2013; D(3) dopamine receptor (Homo sapiens), P35462; 410,000 tested, 0.58% active; max activation, %; in the data active means max activation above about 30%; further: 0% is about no effect; mostly tested at two doses, the higher about 12 µM
Target sequence (P35462 whole entry, looked up): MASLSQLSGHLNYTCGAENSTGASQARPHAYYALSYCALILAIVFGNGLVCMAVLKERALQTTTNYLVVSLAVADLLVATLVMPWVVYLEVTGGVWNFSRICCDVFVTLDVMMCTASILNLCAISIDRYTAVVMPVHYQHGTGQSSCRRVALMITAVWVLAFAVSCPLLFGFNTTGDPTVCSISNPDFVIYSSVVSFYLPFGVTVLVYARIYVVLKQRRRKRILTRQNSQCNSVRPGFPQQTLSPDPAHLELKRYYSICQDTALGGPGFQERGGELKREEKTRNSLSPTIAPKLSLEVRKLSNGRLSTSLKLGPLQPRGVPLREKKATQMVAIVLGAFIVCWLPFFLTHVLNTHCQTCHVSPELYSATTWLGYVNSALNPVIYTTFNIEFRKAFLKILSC
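Agonist mode: compounds and dopamine controls were applied to plated cells for 90 min at 37 degrees C after an overnight attachment at 1500 cells/well. Luminescent read-out followed 30 - 60 minutes at room temperature with DiscoveRx detection reagent.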
D3 antag: qHTS of D3 Dopamine Receptor Antagonist: qHTS; D(3) dopamine receptor (Homo sapiens), P35462; D3R cells, DiscoveRx beta-arrestin luminescence, antagonist mode; hits give low values; max response, negative = inhibition, %; 360,000 tested, 2.5% active; AID 652054, 2013; in the data active means max response below about -50%; inconclusive means no clear call, values can overlap the other calls; further: on the % scale 0 is the no-effect control and ±100 the full control effect; mostly tested at two doses, the higher about 12 µM
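Cells plated overnight at 1500 cells/well, then exposed to library compounds with dopamine controls for 90 minutes at 37 degrees C. DiscoveRx reagent added for 30–60 minutes at room temperature; luminescence read, quantitative HTS format.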
GLP1R ag: qHTS of GLP-1 Receptor Agonists; Glucagon-like peptide 1 receptor (Homo sapiens), P43220; HEK293 GLP-1R CRE-luciferase, luminescence, 4-6 h; cells express a hypersensitive GLP-1R form; Potency, µM (series often up to 45.6 µM), for the others: at the highest dose activation, usual class: activators; 380,000 tested, 0.007% active; AID 624172, 2012; further: potency means the concentration at half of the fitted maximal effect; % of control where 0% means no effect
Target sequence (P43220 whole entry, looked up): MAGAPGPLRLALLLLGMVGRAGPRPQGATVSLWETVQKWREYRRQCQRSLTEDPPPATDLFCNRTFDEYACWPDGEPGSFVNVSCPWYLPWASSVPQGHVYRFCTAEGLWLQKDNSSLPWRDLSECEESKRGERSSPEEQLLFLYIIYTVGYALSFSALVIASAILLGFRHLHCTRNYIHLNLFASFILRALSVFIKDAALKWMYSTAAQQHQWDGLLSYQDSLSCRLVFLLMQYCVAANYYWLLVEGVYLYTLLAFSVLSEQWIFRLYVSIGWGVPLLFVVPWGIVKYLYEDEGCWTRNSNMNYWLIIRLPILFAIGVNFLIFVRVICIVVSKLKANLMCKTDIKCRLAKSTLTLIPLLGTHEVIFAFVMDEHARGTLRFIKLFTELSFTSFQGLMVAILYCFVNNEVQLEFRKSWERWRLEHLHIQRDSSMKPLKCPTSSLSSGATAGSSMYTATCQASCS
KB-V1 cytotox: qHTS assay for MDR1-selective chemotherapeutics: Primary screen using the drug-selected MDR subline cells KB-V1 | KB-V1 MDR cells viability, CellTiter-Glo, 72 h | Potency, µM (highest dose often 46.1 µM), for the others: at the highest dose activity change, negative = cytotoxicity, actives largely listed as cytotoxic | 400,000 tested, 3.4% active; further: potency means the concentration at half of the fitted maximal effect; on the % scale 0 is the no-effect control and ±100 the full control effect; nearly all actives have a fitted effect of over 60% in size
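Potencies derive from concentration-effect curves fitted to normalized luminescence (CellTiter-Glo) of KB-V1 cells treated for 72 h at 37 degrees C in phenol-red-free DMEM containing 10% FBS.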
HT1080 IDH1KD tx: qHTS for induction of synthetic lethality in tumor cells producing 2HG: qHTS for the HT-1080-IDH1KD cell line; Potency, µM (highest dose often 46.1 µM), for inactives: top-dose activity, negative = toxicity, actives largely listed as cytotoxic; 360,000 tested, 2% active; HT-1080 IDH1 knockdown viability, ATP luminescence, 48 h; AID 686971, 2013;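 further: potency means the concentration at half of the fitted maximal effect; 0% = DMSO wells and -100% = cell-free medium wells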
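Using the IDH1-knockdown HT-1080 line run in the same batch and compound series as the NT line, viability after 48 h at 37 °C was determined by CellTiter-Glo luminescence and expressed as % activity.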
HT1080NT lethal: qHTS for induction of synthetic lethality in tumor cells producing 2HG: qHTS for the HT-1080-NT fibrosarcoma cell line; 360,000 tested, 1.6% active; Potency, µM (highest dose often 46.1 µM), for the others: top-dose activity, negative = less viability, actives largely listed as cytotoxic; HT-1080-NT fibrosarcoma viability, CellTiter-Glo ATP luminescence, 48 h; AID 686970, 2013;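 further: NT is the 2HG producing partner of a matched IDH1 knockdown line; potency means the concentration at half of the fitted maximal effect; 0% = DMSO-treated cells and -100% = media-only wells without cells; nearly all actives have a fitted effect of over 55% in size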
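Toxicity toward the 2HG-producing NT line was scored as %Activity, normalised to DMSO and no-cell wells, from CellTiter-Glo luminescence after 48 hours' treatment.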
The depositor's hits bear a star; ? = inconclusive; . = not tested or not shown; & = joins results of further samples; [ ] = another dose, or the depositor's remark. Unless noted, the call rests on the fitted dose curve; in most records, active means well fitted curve in the direction sought with a large enough effect; inconclusive means small, poorly fitted or top-dose-only effect, or another doubt; inactive means no such curve, though single readings can be large; an effect the other way counts as inactive or inconclusive.

1) Cc1cccc(OCCCC(=O)Nc2ccc(N3CCCCC3)cc2)c1
2) O=C(Nc1ccccc1N1CCCCC1)c1ccc([N+](=O)[O-])o1
3) CC(=O)N(C1=C(N)C(=O)c2ccccc2C1=O)c1ccccc1
4) COc1ccc(N2CCN(S(=O)(=O)c3c[nH]c(=O)[nH]c3=O)CC2)cc1
5) CC(C)C[C@H](NC(=O)c1nc[nH]c1C(=O)N(C)Cc1ccccc1)C(=O)OC(C)(C)C
6) O=C(Nc1ccc([N+](=O)[O-])cc1)c1cc2ccccc2nc1Cl
7) CCN1CCC(NC(=O)Nc2ccccc2C(=O)OC)CC1
8) CCCc1nnc(SCC(=O)N2CCCC(C)C2)n1CCCOC (configuration not stated)

entry no. | 1 | 2 | 3 | 4 | 5 | 6 | 7 | 8
D3 antag | 3 | 1 | -21 | -18 | -5 | 0 | 2 | 12
D3 ag | -3 | -1 | 3 | 1 | -18 | 0 | -4 | 1
HT1080NT lethal | -1% | 0% | -27% | 0% | 1% | -3% | 11% | 10%
IL-1B inflam inh | -11 | ? | 52 | 2 | -27 | -10 | -8 | 13
GLP1R ag | 1% | 24% | -5% | -1% | -1% | 10% | 1% | -3%
SW480 rereplic | 1% | ? | ? | -1% | -6% | ? | -68%[inhibitor] | -4%
KB-V1 cytotox | 0% | ? | -10% | 13% | -4% | ? | -14% | 0%
HT1080 IDH1KD tx | 0% | 2% | ? | 7% | -1% | -16% | -1% | 11%
KB-3-1 tox | -7% | ? | ? | -6% | 8% | -17% | 3% | 6%

3 compounds picked at random from the list so far:
1) Cc1cccc(OCCCC(=O)Nc2ccc(N3CCCCC3)cc2)c1
5) CC(C)C[C@H](NC(=O)c1nc[nH]c1C(=O)N(C)Cc1ccccc1)C(=O)OC(C)(C)C
3) CC(=O)N(C1=C(N)C(=O)c2ccccc2C1=O)c1ccccc1

entry no. | 1 | 5 | 3
D3 antag | 3 | -5 | -21
D3 ag | -3 | -18 | 3
HT1080NT lethal | -1% | 1% | -27%
IL-1B inflam inh | -11 | -27 | 52
GLP1R ag | 1% | -1% | -5%
SW480 rereplic | 1% | -6% | ?
KB-V1 cytotox | 0% | -4% | -10%
HT1080 IDH1KD tx | 0% | -1% | ?
KB-3-1 tox | -7% | 8% | ?

A few values from above:
O=C(Nc1ccc([N+](=O)[O-])cc1)c1cc2ccccc2nc1Cl in HT1080NT lethal reads -3%
Cc1cccc(OCCCC(=O)Nc2ccc(N3CCCCC3)cc2)c1 in SW480 rereplic reads 1%

Next results:
9) CC(C)(C)C(=O)Nc1ccc(S(=O)(=O)c2ccc(NC(=O)C(C)(C)C)cc2)cc1
10) c1ccc2c(c1)oc1c(N3CCN(Cc4ccc5c(c4)OCO5)CC3)ncnc12
11) Cc1sc2ncnc(N3CCC(C(=O)Nc4ccc(C#N)cc4)CC3)c2c1C
12) COc1ccc(CNC(=O)C(C)n2nc(C)c3c(C)n(-c4ccc(C)cc4)nc3c2=O)cc1 (configuration not stated)
13) CCCCn1c(N)c(N(CCOC)C(=O)c2cc(=O)[nH]c3ccccc23)c(=O)[nH]c1=O
14) CN1CCN(c2c([N+](=O)[O-])cnc3ccccc23)CC1
15) COc1ccc(C(=O)Cn2cc([N+](=O)[O-])nc2C)cc1
16) CC(=O)N[C@H]1[C@H](OCc2ccccc2F)O[C@H](COC(C)=O)[C@@H](OC(C)=O)[C@@H]1OC(C)=O

entry no. | 9 | 10 | 11 | 12 | 13 | 14 | 15 | 16
D3 antag | 13 | ? | 29 | 1 | 20 | -15 | 5 | 0
D3 ag | 1 | -4 | 14 | -5 | -3 | -25 | -9 | -4
HT1080NT lethal | -8% | -25% | 0% | -20% | 10% | 10% | 2% | 17%
IL-1B inflam inh | 4 | -27 | -2 | -15 | 0 | 10 | 7 | 16
GLP1R ag | 1% | 6% | -4% | 8% | -6% | -1% | -6% | 4%
SW480 rereplic | -4% | 0% | 3% | -13% | -6% | -21% | 5% | -5%
KB-V1 cytotox | -4% | ? | ? | ? | 1% | 4% | ? | -6%
HT1080 IDH1KD tx | ? | -17% | -1% | -6% | 15% | 6% | 12% | 16%
KB-3-1 tox | -14% | ? | -1% | ? | 9% | -6% | 6% | 8%

17) O=C(NC(=S)Nc1ccccc1N1CCOCC1)c1cccc([N+](=O)[O-])c1
18) O=S(=O)(c1ccccc1)c1nc(-c2ccccc2)oc1N1CCOCC1
19) CCOc1ccc(NC(=O)NCCCSC2CCCCC2)cc1
20) CC1CCN(CC(=O)Nc2nn(-c3ccccc3)nc2C(N)=O)CC1
21) CC(CNC(=O)CC[C@H]1O[C@@H](n2ccc(=O)[nH]c2=O)[C@H](O)[C@@H]1O)c1ccccc1 (some centres not stated)
22) Cc1nc2sccn2c(=O)c1S(=O)(=O)Nc1cccc(Cl)c1C
23) CC(=O)N1c2ccccc2C2(C)C(C1(C)C)C2(Cl)Cl (configuration not stated)
24) COc1ccc(-n2c(Cc3cccn3C)nnc2SCC(=O)Nc2ccc(C)c(Cl)c2)cc1

entry no. | 17 | 18 | 19 | 20 | 21 | 22 | 23 | 24
D3 antag | 2 | -17 | 15 | 10 | 12 | -28 | -19 | 4
D3 ag | -13 | 4 | -3 | 1 | 10 | -5&7 | -13 | 2
HT1080NT lethal | -1% | -1% | -1% | 4% | 15% | -2% | -4% | -4%
IL-1B inflam inh | 21 | 26 | 14 | -11 | 30 | 10 | 8 | -25
GLP1R ag | 17% | -2% | 4% | 2% | -1% | 1% | 6% | -6%
SW480 rereplic | -12% | -6% | 4% | -9% | . | -6% | -5% | -3%
KB-V1 cytotox | -14% | -2% | -9% | 0% | 7% | -10%&-2% | 8% | -7%
HT1080 IDH1KD tx | -22% | 2% | -11% | 0% | 16% | 0% | -8% | -2%
KB-3-1 tox | -2% | 7% | -5% | 2% | 0% | ? | 16% | -4%

25) COc1cc(/C=C2/C(=N)N3C=CSC3=NC2=O)ccc1OCCCOc1c(C)cccc1C
26) CC(C)(NC(=O)NC(CO)c1ccccc1)c1cccc(C(C)(C)NC(=O)NC(CO)c2ccccc2)c1 (configuration not stated)
27) CC(=O)OCC(=O)Nc1cc(S(=O)(=O)N2CCCCCC2)ccc1Cl
28) CC(=O)Nc1ccc(-c2csc(N/N=C\c3ccncc3)n2)cc1
29) CN(C(=O)c1ccccc1OCc1ccc(Cl)cc1)c1ccccc1
30) CSc1sc(-c2nnc(SCC(=O)Nc3ccccc3)n2C)c2c1C=CCC2
31) COc1cccc(C2C(C(C)=O)=C(C)Nc3ncnn32)c1 (configuration not stated)
32) CCN(CC)C(=O)c1cnn(-c2ccc(F)cc2)c1-n1cccc1

entry no. | 25 | 26 | 27 | 28 | 29 | 30 | 31 | 32
D3 antag | 6 | -1 | 4 | -2 | -11 | -10 | -2 | .
D3 ag | -6 | 14 | 6 | 0 | -4 | -10 | 2 | 0
HT1080NT lethal | -22% | -14% | 8% | 9% | ? | -22% | 12% | .
IL-1B inflam inh | -6 | -6 | 2 | -3 | -13 | -11 | -3 | .
GLP1R ag | 6% | 2% | -1% | 10% | 8% | -12% | 0% | -4%
SW480 rereplic | -1% | -1% | 13% | -11% | -2% | -6%[9.22 µM] | -6% | .
KB-V1 cytotox | ? | -10% | -3% | 30% | -29% | -28% | 0% | -25%
HT1080 IDH1KD tx | -11% | 6% | 3% | 4% | ? | -24% | 14% | .
KB-3-1 tox | -5% | 34% | 3% | -10% | 7% | 9% | 1% | 0%

33) O=[N+]([O-])c1ccccc1S(=O)(=O)Oc1ccc(/C=N/n2cnnc2)cc1
34) COc1cccc(C(NC(C)=O)c2nc(-c3csc4ccccc34)cs2)c1 (configuration not stated)
35) CC(SCc1ccc(C(=O)O)o1)c1ccc(C(=O)O)o1 (configuration not stated)
36) CN1CCCN(C(=O)CNC(=O)c2ccccc2F)CC1
37) Cc1ccc(C)n1-c1ccc(N2CCOCC2)nc1
38) COc1ccccc1N1CCN(C2CCCN(C(=O)c3cccc(-c4ccco4)c3)C2)CC1 (configuration not stated)
39) COc1ccccc1CNc1ccc(C(=O)O)cc1
40) O=C(NC12CC3CC(CC(C3)C1)C2)C1=COCCO1
41) Cc1c(Br)c(C(F)(F)F)nn1CC(=O)N1CCCC1
42) CN1CCN(C(=O)c2cn(C)c3ccc(S(=O)(=O)N(C)C4CCCCC4)cc3c2=O)CC1

entry no. | 33 | 34 | 35 | 36 | 37 | 38 | 39 | 40 | 41 | 42
D3 antag | -6 | 25 | -11 | -4 | 23 | -66* | 8 | -18 | -16 | 0
D3 ag | 5 | 0 | -4 | -8 | -14 | -13 | 4 | -3 | -14 | -9
HT1080NT lethal | -1% | -18% | -2% | -3% | -30% | -1% | 0% | 2% | -11% | 15%
IL-1B inflam inh | -7 | -15 | -8 | -5 | -14 | ? | 9 | 1 | 13 | -12
GLP1R ag | 13% | 17% | -2% | 8% | -5% | -6% | -6% | -11% | -2% | 1%
SW480 rereplic | 0% | . | -7% | 3% | ? | 11% | -12% | 0%[9.22 µM] | -3% | -18%
KB-V1 cytotox | 0% | -2% | -12% | -3% | -27% | -22% | 22% | 2% | -3% | -1%
HT1080 IDH1KD tx | -11% | -24% | -1% | 2% | ? | 0% | 1% | 16% | -2%[9.24 µM] | -3%
KB-3-1 tox | 2% | 0% | -2% | 10% | 18% | 0% | -13% | 18% | 9% | 10%
